Assay outcomes (PubChem BioAssay)
b-catenin transl: modulators of beta-catenin nuclear translocation, primary screen, imaging, HeLa cells, immunofluorescence, high-content. nuclear translocation activity, % at 5 µM. 0.3% of 190,000 active;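 active means nuclear translocation activity above 50% at 5 µM, with a well cell count of 50 or more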;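 further: per-cell ratio of nuclear to cytoplasmic median beta-catenin stain intensity; plate controls were DMSO negative control for no effect and GSK-3 inhibitor IX positive control for full effect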
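Test system: HeLa cells, endogenous beta-catenin; Compound: single 5 µM dose plus 0.02–20 µM confirmation series; Times: compound exposure 24 h at 37°C; Signal: fluorescence imaging of beta-catenin antibody stain plus DAPI; Read-out: % activation, nuclear-to-cytoplasmic median beta-catenin signal ratio per cell.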
Autophagy mod: autophagy modulators in MEF cells, primary screen, imaging, high-content, MEF GFP-LC3. AID 463193, 2010. 0.98% of 190,000 active. calls only at 10 µM (by protocol). MEF GFP-LC3 puncta imaging; test concentration mostly 10 µM;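 active means percentage of spot-positive cells more than 3 SD above its plate mean, without a fluorescence outlier flag or 80% toxicity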;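 further: spot-positive cell cutoff set from DMSO-treated cells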
P. falciparum M1AAP: P. falciparum M1AAP inhibitors, biochemical, fluorogenic H-Leu-NHMec substrate, 1536-well (AID 1445); Aminopeptidase N (Plasmodium falciparum (isolate 3D7)); recombinant M1AAP, H-Leu-NHMec fluorogenic kinetic assay; higher % means a stronger effect; one-dose inhibition, % at 30 µM; IC50 in µM for titrated hits; 0.42% of 220,000 active;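 active means primary inhibition above the hit cutoff, then over 50% inhibition at one or more dose response concentrations, cut at about 23% in these data, passing the limit was not always enough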;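 further: plate controls were DMSO full reaction for no effect and no enzyme background for full effect; strong numbers were not always called active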
MT stabilize HCS: microtubule stabilizers in HeLa cells, primary screen, imaging, high-content imaging | % tubulin-high responders, % at 10 µM | AID 2205, 2009 | 0.83% of 200,000 active | HeLa tubulin immunostaining HCS, 24 h; share of cells brighter than vehicle mean+2SD;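 active means plate Z-score above 3 for both tubulin-high and condensed-nucleus cell shares, with cell loss under 80%, at 10 µM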;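 further: anti alpha tubulin signal scored within the nucleus-defined area of each cell; some results filed as inactive read as strong as hits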
M17LAP inhibition: P. falciparum M17LAP inhibitors, primary screen, biochemical, fluorogenic H-Leu-NHMec substrate, 1536-well (AID 1619) | recombinant M17LAP, H-Leu-NHMec fluorogenic kinetic assay; higher % means a stronger effect | inhibition, % at 30 µM; hits with a dose series show IC50 in µM | 0.38% of 220,000 active;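 active means compound inhibiting the enzyme by more than half at any dose during confirmatory dose-response retesting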;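 further: plate controls were full reaction with DMSO carrier for no effect and no enzyme background for full effect; strong numbers were not always called active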
WT yeast gro inh: growth inhibition of WT strain, primary screen, mitochondrial fusion inhibitor project, WT and mutant strains, chemical genetic. 2.1% of 190,000 active. inhibition, % at 10 µM. mitochondrial fusion phenotypic screen; in the data active means inhibition above about 58%; tested in S. cerevisiae
Yfh1-off respiration: enhancers of respiration in Yfh1-depleted yeast, dose response, Friedreich's ataxia, plus single-dose screen (AID 1465) | one-dose fold induction at 50 µM; EC50 in µM for titrated hits | S. cerevisiae Yfh1-off respiration, WST-1 reduction, 72 h; higher fold induction means a stronger effect | 0.074% of 220,000 active;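 active means fold induction of absorbance versus untreated yeast above a set limit, then at least 30% activation at any dose in follow-up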;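 further: activators that raise dye reduction in frataxin-depleted yeast; strong numbers were not always called active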
T cell modulator: modulators of CD8 T cell-vesicle binding, primary screen, mouse 2C CD8+ T cells, flow cytometry; 2C CD8+ T cell-vesicle binding; stronger effect = lower value; calls only at 7 µM; 0.068% of 330,000 active;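 active means response, share of CD8 T cells binding vesicles, and their 90th percentile fluorescence all below set limits, cut at about 80% in these data, passing the limit was not always enough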
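Incubation: binding step 1.5 h, 37 °C, antibody labelling 20 min, ice; system: murine 2C transgenic CD8+ T lymphocytes; technique: cytometric PE anti-B7-1 and Alexa647 anti-CD8 signals after 1% paraformaldehyde fixation; also added: QL9-charged Drosophila Ld/ICAM-1/B7-1 vesicles; control set: naked versus QL9-loaded vesicles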
Dynein transport: inhibitors of GR-EGFP nuclear translocation, primary screen, dynein cargo transport inhibitor project, imaging, high-content, 3617.4 mouse cells | test concentration mostly 20 µM; stimulated with dexamethasone, 1 µM; stronger effect = lower value | z-score, hits read low | 0.47% of 220,000 active;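 active means plate z-score of nuclear minus cytoplasmic receptor signal below a set negative limit, without overly bright fluorescence or cell loss, cut at about -3.5 in these data, passing the limit was not always enough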;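 further: z-score of nuclear minus cytoplasmic ring GR-EGFP intensity difference per well; some compounds called inactive have numbers as strong as hits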
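Buffer or medium: tet-free medium with charcoal-stripped serum / Also added: dexamethasone agonist, 1.0 µM final, for 30 min / Timing: induction 48 h, compound 1 h, agonist 30 min / Measured by: high-content fluorescence imaging after fixation / Read-out: nuclear-to-cytoplasmic GR-EGFP distribution per well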
WT yeast gro inh mutant strain: second read-out of WT yeast gro inh, no call of its own (marks repeat the call); inhibition, %; mitochondrial fusion phenotypic screen, mutant strain inhibition
Dynein transport cytoplasmic EGFP: also measured in Dynein transport; calls as there; z-score; measured here: cytoplasmic GR-EGFP intensity; stronger effect = higher value
Dynein transport nuclear GR-EGFP: recorded beside Dynein transport, whose call it bears; z-score; measured here: nuclear GR-EGFP intensity;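 lower value marks the stronger effect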
Dynein transport cell count: recorded beside Dynein transport, whose call it bears; z-score; measured here: cell count per field
b-catenin transl cell count 5 µM: second read-out of b-catenin transl, no call of its own (marks repeat the call); cell count; measured here: cell count, cytotoxicity flag
T cell modulator vesicle-bound %: recorded beside T cell modulator, whose call it bears; double positive events, %; measured here: CD8+ vesicle-bound cell fraction;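 binding gate set so that unloaded-vesicle control wells show 10% double positive cells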
MT stabilize HCS Hoechst-high %: further read-out of MT stabilize HCS, marked with its call; % Hoechst-high responders; measured here: nuclear condensation Hoechst responders;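 share of cells brighter than vehicle mean plus two SD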
MT stabilize HCS cytotoxicity %: recorded beside MT stabilize HCS, whose call it bears; toxicity, %; measured here: cytotoxicity by cell density;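 0% = mean cell density of plate MIN control wells and 100% = no cells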
Autophagy mod cell loss 18 h: also measured in Autophagy mod; calls as there; toxicity, %; measured here: cell loss, nuclei count;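 cell loss after 18 h compound exposure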
Active calls of the source: *; i = inactive; . = not tested or not shown.

Molecule,b-catenin transl,b-catenin transl cell count 5 µM,Autophagy mod,Autophagy mod cell loss 18 h,P. falciparum M1AAP,MT stabilize HCS,MT stabilize HCS Hoechst-high %,MT stabilize HCS cytotoxicity %,M17LAP inhibition,WT yeast gro inh,WT yeast gro inh mutant strain,Yfh1-off respiration,T cell modulator,T cell modulator vesicle-bound %,Dynein transport,Dynein transport cytoplasmic EGFP,Dynein transport nuclear GR-EGFP,Dynein transport cell count
COCCN1Cc2cccc(C(=O)NCC3CCN(CC(C)C)C3)c2C1=O (stereo unspecified),-1.6,1104,i,0,3%,1.1,1.8,5.6,7%,-5,4,i,i,49,0.23,-0.19,0.37,-0.61
Cc1cccc(OCC(=O)NNc2c3ccccc3nc3ccccc23)c1,-0.7,1304,i,4,-1%,1.5,2.0,12,-61%,23,-32,i,i,38,-1.1,-0.19,-0.71,1.2
O=C1CCCCCN1CP(=O)(O)CCc1ccccc1,0.0,1240,i,7,5%,3.2,1.3,6.2,-1%,3,-7,i,i,24,0.62,-0.21,0.49,-0.66
O=C1Cn2c(nc3ccccc32)N1c1cccc(C(F)(F)F)c1,.,.,i,-11,3%,1.4,0.9,11,8%,13,2,i,i,11,0.91,0.38,0.98,-0.9
Cc1cc(C)c(NC(=O)Cn2c(=O)n(-c3ccc(CC(=O)NCC4CCCO4)cc3)c(=O)c3ccccc32)c(C)c1 (stereo unspecified),-0.3,1087,i,-11,1%,3.1,3.2,4.9,12%,-12,2,i,i,44,0.13,-0.16,-0.082,0.18
O=C(O)c1cccc(-n2c(-c3cnccn3)n[nH]c2=S)c1,-5.8,1003,i,12,5%,5.4,4.0,3.5,3%,-5,14,i,i,28,-0.21,-0.27,0.51,0.42
Cc1cccc(NC(=S)N2CCC(N(C)CC3CCCO3)CC2)c1C (stereo unspecified),.,.,i,-5,4%,2.2,1.6,0.3,0%,-20,-20,i,i,41,0.36,-0.1,-0.13,-0.8
Cc1ccc(C2(C(F)(F)F)NC(=O)N3CCCN=C3S2)cc1 (stereo unspecified),-4.7,836,i,2,4%,2.1,2.0,10,-11%,-11,-18,i,i,16,1.8,-0.064,2,-1.7
CC(C)(C)NCc1ccc(OCc2cccs2)cc1,0.7,1017,i,22,5%,5.7,1.3,6.7,9%,-15,1,i,i,13,0.022,1.1,0.19,-0.7
CC1Cc2ccccc2N1C(=O)COc1nc2ccccc2nc1N1CCOCC1 (stereo unspecified),-4.0,780,i,-11,9%,2.3,2.2,7.2,-9%,8,8,.,i,7,-0.2,-0.23,0.028,0.29
c1ccc(Cn2nnc(-c3ccccc3)n2)cc1,-2.0,1240,i,1,1%,1.4,2.2,17,21%,-20,3,i,i,8,1.2,-0.27,0.74,-0.29
CCCCOC(=O)Nc1ccc(S(=O)(=O)Nc2nccs2)cc1,-0.4,1357,.,.,16%,.,.,.,11%,.,.,i,i,32,-0.67,-0.3,-0.31,0.95
CC(NC(=O)CSc1nnc(-c2cccc(S(=O)(=O)N3CCCCC3)c2)o1)C12CC3CC(CC(C3)C1)C2 (stereo unspecified),.,.,i,-4,0%,0.7,1.6,17,-2%,9,14,i,i,11,0.77,-0.22,0.023,0.075
O=C(Cc1ccccc1F)c1ccc(O)cc1O,-3.3,1083,i,-12,3%,2.0,1.5,4.0,1%,-15,-4,i,i,43,-0.77,-0.11,-0.17,0.38
COc1ccc(C(CNC(=O)C2CC(=O)N(Cc3ccc(C)cc3)C2)N(C)C)cc1 (stereo unspecified),-8.0,1077,i,-4,6%,2.0,3.9,7.3,-12%,5,-17,i,i,40,2.6,0.072,1.8,-0.85
Cc1ccc(C)c(S(=O)(=O)Nc2nc3ccc(S(N)(=O)=O)cc3s2)c1,-0.3,1147,i,17,4%,4.0,1.3,2.6,25%,11,-12,i,i,28,0.093,-0.28,0.17,-0.087
CSc1ccccc1C(=O)Nc1cc(C)cc(C)c1,-3.7,786,i,-27,8%,2.6,1.6,9.0,4%,-3,16,i,i,44,-0.081,-0.19,0.8,0.23
CCOc1ccc(S(=O)(=O)Nc2cc(OC)c(OC)cc2C(=O)O)cc1,-3.9,1229,i,37,13%,1.4,1.5,6.1,2%,-4,7,i,i,21,0.31,0.38,0.6,-0.41
c1ccc(-c2ccc(CN3C[C@@H]4C(c5ccccc5)C5(c6ccccc6)CC4(C5)[C@H]3c3ccccc3)cc2)cc1 (stereo partly specified),-2.8,1074,.,.,-2%,.,.,.,4%,.,.,i,i,15,-0.76,-0.73,-0.33,1
COC(=O)NNC(=O)c1ccccc1OC,0.4,1521,i,14,-3%,7.4,2.1,8.6,-4%,0,-6,i,i,28,2.2,-0.17,1.4,-1.4
O=C(Nc1cccc2ccccc12)NC1CCS(=O)(=O)C1 (stereo unspecified),-0.1,1517,i,5,0%,1.7,1.7,11,-6%,2,-8,i,i,45,1.9,-0.047,1.3,-1.5
Cc1cc(C)c2cc(C(=O)N3CCC(C(=O)c4ccc(F)cc4)CC3)[nH]c2c1,0.4,1298,.,.,-2%,.,.,.,-1%,.,.,i,i,24,-0.51,-0.3,-0.49,1.1
CCOc1ccc(CNC(=O)c2cc3oc4ccccc4c3n2C)cc1,13,1065,i,-2,5%,1.3,1.5,5.4,-3%,9,-3,i,i,64,-0.18,-0.3,-0.039,0.37
Cc1ccc(C(c2nnnn2CCC(C)C)N2CCN(C)CC2)cc1 (stereo unspecified),-0.3,1022,i,-4,-1%,3.2,0.7,0.9,-9%,15,14,i,i,14,0.39,-0.27,0.56,0.73
CN(Cc1ccccc1)CC(O)COc1ccc(CNCCOc2cccnc2)cc1 (stereo unspecified),-0.1,961,i,29,0%,1.9,1.3,3.1,-2%,1,5,i,i,52,0.22,-0.27,-0.096,0.52
CC(=O)c1cccc(NC(=O)CN(C)Cc2ccc(OC(F)F)cc2)c1,2.1,974,.,.,-4%,.,.,.,0%,.,.,i,i,22,-0.76,-0.22,-0.45,0.56
CN(C)NC(=O)c1csnc1-c1c(Cl)cccc1Cl,-0.9,1018,.,.,-2%,.,.,.,2%,.,.,i,i,27,0.095,-0.24,0.1,0.8
Cc1nnc(NC(=O)CSc2nnc(CNC(=O)c3ccccc3)n2-c2ccccc2)s1,-1.3,1084,i,-7,-1%,5.5,1.7,0.4,-3%,2,0,i,i,26,-0.036,-0.071,0.24,-0.93
CCOP(=O)(OCC)/C(C#N)=C/c1c[nH]c2ccccc12,-2.7,1190,.,.,3%,.,.,.,2%,.,.,i,i,62,-0.68,-0.11,-0.58,0.94
Cc1ccc(-n2c(=O)cc(N3CCCCCC3)[nH]c2=O)cc1,-1.2,1077,i,24,1%,5.2,2.3,9.3,-4%,-11,-4,i,i,13,-0.43,-0.13,0.058,-0.094
O=C(O)CCN(CCC(=O)O)c1ccccc1,-2.4,1241,.,.,1%,2.4,1.4,1.2,1%,-15,-4,i,i,36,3,-0.14,1.9,-1.7
COc1ccc(CCNC(=O)CC2C(=O)NCCN2CC(C)(C)C)cc1 (stereo unspecified),0.5,1537,i,5,2%,1.1,1.1,5.0,18%,-12,7,i,i,52,-0.24,-0.29,-0.051,0.17
C=CCn1c(SCc2ccc(C#N)cc2)nnc1-c1ccccc1,-0.8,1137,i,3,-1%,5.2,2.7,3.2,-1%,-7,-9,i,i,10,0.6,-0.14,0.16,-0.32
CCc1nnc(NC(=O)CSc2nnc(-c3ccccc3O)o2)s1,0.5,942,i,24,.,1.9,1.2,1.8,.,9,4,i,i,39,1.6,-0.19,1.3,-1.4
CC(C)(C)c1ccc(-c2cc(C(=O)NNC(=O)Nc3ccccc3)c3ccccc3n2)cc1,0.0,1009,i,1,6%,1.5,1.2,11,6%,23,16,i,i,30,0.16,-0.26,0.16,0.57
CC(C)(C)C(=O)COC(=O)c1ccc(N)c([N+](=O)[O-])c1,-5.7,1069,i,10,2%,2.2,0.8,1.3,2%,4,-5,i,i,56,0.26,-0.26,0.34,-0.29
CC(C)C(NC(=O)c1cccs1)C(=O)NC1=NCCS1 (stereo unspecified),.,.,i,1,5%,2.3,1.1,4.6,-5%,4,8,i,i,19,-1.3,0.17,-0.8,0.68
